High-throughput results from PubChem.
TEAD-YAP inh = TEAD-YAP interaction inhibition; HEK-TIYL cells, TEAD-Gal4/YAP UAS-luciferase luminescence; inhibition, % at 9.12 µM; actives 1.4% (n = 640,000); AID 1259422; in the data active = inhibition above about 32%;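 note: 0% = median of test compound wells and 100% = reference inhibitor wells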
FBW7 activator = activators of human E3 ligase FBW7; normalized activity (activation), % at 26.1 µM; Q969H0; AlphaScreen FBW7–phospho-cyclin E peptide binding, activator screen; actives 0.13% (n = 650,000); AID 1259310; in the data active = normalized activity above about 1.9%;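 note: purified mutant Fbw7 with reduced substrate affinity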
GPR151 ag = activators of human GPR151; Q8TDV0; PathHunter beta-arrestin GPR151 cells, luminescence; activation, % at 11.2 µM; actives 1% (n = 650,000); AID 1508602; in the data active = activation above about 4.9%;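 note: 0% = median of compound wells and 100% = cells with positive control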
Target sequence (Q8TDV0 whole entry, looked up): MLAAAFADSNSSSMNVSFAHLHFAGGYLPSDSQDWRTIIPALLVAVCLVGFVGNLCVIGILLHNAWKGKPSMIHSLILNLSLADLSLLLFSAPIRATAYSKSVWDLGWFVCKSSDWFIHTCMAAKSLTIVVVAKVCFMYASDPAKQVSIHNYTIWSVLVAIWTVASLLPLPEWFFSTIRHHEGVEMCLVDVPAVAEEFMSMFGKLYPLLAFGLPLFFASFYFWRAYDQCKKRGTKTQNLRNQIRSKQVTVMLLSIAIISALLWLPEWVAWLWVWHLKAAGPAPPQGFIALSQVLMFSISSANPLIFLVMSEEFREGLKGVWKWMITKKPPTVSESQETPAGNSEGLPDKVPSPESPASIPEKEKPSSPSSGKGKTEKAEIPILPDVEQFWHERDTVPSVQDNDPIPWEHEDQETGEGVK
MITF inh = blocks human microphthalmia-associated transcription factor; O75030; AlphaScreen MITF homodimerization, bead proximity signal; inhibition, % at 2.6 µM; actives 0.91% (n = 650,000); AID 1259374; in the data active = inhibition above about 50%;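 note: 0% = vehicle wells with protein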
Target sequence (O75030 whole entry, looked up): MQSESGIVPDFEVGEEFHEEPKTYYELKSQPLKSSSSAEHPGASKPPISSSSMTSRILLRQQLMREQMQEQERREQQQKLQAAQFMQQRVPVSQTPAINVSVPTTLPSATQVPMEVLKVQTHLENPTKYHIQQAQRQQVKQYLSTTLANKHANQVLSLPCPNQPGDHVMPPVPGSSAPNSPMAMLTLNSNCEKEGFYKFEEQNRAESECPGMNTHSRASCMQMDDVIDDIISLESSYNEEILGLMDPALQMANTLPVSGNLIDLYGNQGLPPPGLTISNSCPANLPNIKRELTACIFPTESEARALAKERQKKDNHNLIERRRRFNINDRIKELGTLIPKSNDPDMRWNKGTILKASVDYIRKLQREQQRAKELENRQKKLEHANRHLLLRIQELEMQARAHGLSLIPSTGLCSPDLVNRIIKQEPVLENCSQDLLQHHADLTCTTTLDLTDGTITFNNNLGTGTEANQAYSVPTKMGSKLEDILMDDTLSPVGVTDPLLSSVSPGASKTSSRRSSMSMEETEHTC
An asterisk follows results filed as active; x = no result given.

SMILES	TEAD-YAP inh	FBW7 activator	GPR151 ag	MITF inh
CCN(CC)S(=O)(=O)c1cc(Br)cc2c1N(C(=O)C1CC1)CC2	-13	-0.1	1.7	-2
COc1ccc(C2C(C#N)=C(N)Oc3cc(C)n(CCN(C)C)c(=O)c32)cc1 (stereo not drawn)	2	0.1	2.7	13
CCc1ccc(N2CC(O)(c3ccc4c(c3)OCCO4)[N+]3=C2CCCC3)cc1 (stereo not drawn)	-3	-0.2	0.4	-6
COCCCNC(=O)c1cc(S(=O)(=O)N2CCCC2)ccc1F	-9	-0.1	0.3	-4
O=C(CNc1cccc2ccccc12)N/N=C/c1ccccc1F	-1	0.0	2.4	4
CCOC(=O)CSc1nnc(NC(=O)c2cccs2)s1	-3	0.1	-1.4	15
CC(NC(=O)CN1N=C(c2ccccc2)Cn2c(cc3ccccc32)C1=O)c1ccncc1 (stereo not drawn)	7	0.0	0.7	10
Cc1cccc(N2NC(=O)/C(=C/c3cccn3-c3cccc([N+](=O)[O-])c3)C2=O)c1	3	-0.1	-0.7	0
O=C1NC(=O)C2(CCCCC2)N1CCS(=O)(=O)Oc1ccccc1	-12	-0.3	2.1	3
Cc1ccc(NC(=O)C2CCN(C(=O)Nc3ccc(Cl)cc3)CC2)cc1	5	-0.1	-0.4	16
Cc1cc(Cl)ccc1OCCCC(=O)OCC(N)=O	5	-0.1	2.6	-12
COc1ccccc1/C=C/CN1CCN(CCC(C)C)C(CCO)C1 (stereo not drawn)	-5	-0.1	0.2	11
CCOC(=O)CSc1n[nH]c(=O)[nH]c1=O	-10	-0.1	0.0	2
CC(=O)Nc1ccc(SC(C)C(=O)NCCC2=CCCCC2)cc1 (stereo not drawn)	-7	0.3	0.1	15
CCOc1ccc(Br)cc1S(=O)(=O)Nc1ccc(F)c([N+](=O)[O-])c1	7	-0.1	-0.2	8
Cc1cc(C)n(-c2nc(C)nc(N)n2)n1	7	0.0	1.4	5
Cc1ccc(OC(=O)c2cc(-c3ccccc3)nc3c(C)cccc23)cc1	3	-0.1	0.4	10
O=C(CSc1cn(Cc2ccccc2Cl)c2ccccc12)Nc1ccc2c(c1)OCO2	1	0.1	-1.5	9
CCOc1ccc(NC(=O)C2CCC(CNc3c(N4CCCCC4)c(=O)c3=O)CC2)cc1 (stereo not drawn)	-3	-0.1	-1.6	6
Cc1cc(C)cc(NC(=O)C2CCCN(S(=O)(=O)c3c(C)noc3C)C2)c1 (stereo not drawn)	5	0.1	-0.5	-5

Gathered by group: the compounds so far with sulfur (9)
SMILES	TEAD-YAP inh	FBW7 activator	GPR151 ag	MITF inh
CCN(CC)S(=O)(=O)c1cc(Br)cc2c1N(C(=O)C1CC1)CC2	-13	-0.1	1.7	-2
COCCCNC(=O)c1cc(S(=O)(=O)N2CCCC2)ccc1F	-9	-0.1	0.3	-4
CCOC(=O)CSc1nnc(NC(=O)c2cccs2)s1	-3	0.1	-1.4	15
O=C1NC(=O)C2(CCCCC2)N1CCS(=O)(=O)Oc1ccccc1	-12	-0.3	2.1	3
CCOC(=O)CSc1n[nH]c(=O)[nH]c1=O	-10	-0.1	0.0	2
CC(=O)Nc1ccc(SC(C)C(=O)NCCC2=CCCCC2)cc1 (stereo not drawn)	-7	0.3	0.1	15
CCOc1ccc(Br)cc1S(=O)(=O)Nc1ccc(F)c([N+](=O)[O-])c1	7	-0.1	-0.2	8
O=C(CSc1cn(Cc2ccccc2Cl)c2ccccc12)Nc1ccc2c(c1)OCO2	1	0.1	-1.5	9
Cc1cc(C)cc(NC(=O)C2CCCN(S(=O)(=O)c3c(C)noc3C)C2)c1 (stereo not drawn)	5	0.1	-0.5	-5

The list continues:
SMILES	TEAD-YAP inh	FBW7 activator	GPR151 ag	MITF inh
CC(=O)Oc1ccc2c(=O)c(-c3ccc(F)cc3)c(C(F)(F)F)oc2c1C	4	0.0	0.7	-6
NC(=O)c1ccc(-c2nc(NCCO)c3ncn(-c4ccccc4)c3n2)cc1	64*	0.0	0.1	-2
COc1ccc(O[C@H]2C=C[C@@H](c3ccccc3)O[C@@H]2COC(=O)CC/C(C)=N/O[C@@H](C)c2cn([C@H](CO)Cc3ccccc3)nn2)cc1	x	-0.2	1.3	1
COC(=O)c1ccc(NS(=O)(=O)c2c(C)noc2C)cc1	6	-0.2	0.2	-4
CC(NC(=O)c1cccc2ccccc12)c1ccc2c(c1)OCCO2 (stereo not drawn)	-4	-0.1	0.8	-5
Cc1ccc(C(=O)COC(=O)c2ccc(Br)cn2)cc1	-2	-0.1	-1.6	-23
O=C1c2ccc(N3Cc4ccccc4C3)cc2C(=O)N1c1ccc(Cl)c(Cl)c1	-6	0.1	-1.6	9
CCCC(=O)OCC(=O)Nc1ccc(C#N)cc1	4	0.1	-0.2	-16
Cc1csc(NC(=O)CSc2nnc3c(C)cc4cc5c(cc4n23)OCCO5)n1	1	-0.1	0.2	6
COc1ccccc1-n1c(SCC(=O)Nc2ccc(C)cc2)nnc1-c1ccncc1	4	0.0	-0.6	-16
CC(C)C(O)c1ccc2c(c1)CN(C(=O)C1(c3ccccc3)CC1)CCO2 (stereo not drawn)	-9	0.1	-0.8	12
Nc1cc([N+](=O)[O-])ccc1N1CCOCC1	3	-0.3	-0.4	-2
O=C1CSC(c2ccc(Cl)cc2Cl)N1c1ccc2ccccc2c1 (stereo not drawn)	7	0.5	0.1	3
Nc1c(C(=O)N2CCc3ccccc3C2)sc(=S)n1CCc1ccccc1	10	0.0	-1.9	2
COc1ccc(S(=O)(=O)NCc2ccc3c(c2)OCO3)cc1Cl	6	0.3	-2.2	9
CCOCCOC(=O)C1=C(C)NC2=C(C(=O)CC(c3ccc(OC)cc3)C2)C1c1cccc2ccccc12 (stereo not drawn)	9	-0.2	-0.7	6
COc1ccc(NC(=O)CN2CCN(S(=O)(=O)c3ccc(Cl)cc3)CC2)cc1Cl	8	0.0	0.0	13
O=C(Nc1ccc2c(c1)CN(Cc1ccncc1)CC2)C1(c2ccccc2)CC1	0	-0.1	-1.0	2
Oc1ccc(-c2cc(-c3ccc(O)cc3)nc(-c3ccccc3)n2)cc1	19	0.6	-0.8	19
Cc1cc([N+](=O)[O-])nn1CC(=O)NC1CCCCC1	10	0.0	2.1	15
CCC(C)NC(=O)c1ccc(N2CC3CC(C2)c2cccc(=O)n2C3)c(NC(=O)c2cc3ccccc3oc2=O)c1 (stereo not drawn)	2	-0.1	0.3	0
COC(=O)Cn1cc(/C=C(/C#N)C(=O)Nc2ccccc2)c2ccccc21	2	0.1	0.3	2
COc1ccc(NC(=O)c2ccc3oc(=O)c(S(=O)(=O)c4ccc(C)cc4)cc3c2)cc1	-3	0.1	-0.3	-5
Cc1ccc(NC(=O)CCCCn2c(=O)[nH]c3ccccc3c2=O)cc1F	-5	1.1	1.9	1
COc1ccc(Nc2cnn(C34CC5CC(CC(C(=O)O)(C5)C3)C4)c(=O)c2Cl)cc1	-1	0.1	-0.5	8
CC1=C(C)CC(C(=O)Nc2cccc(Cl)c2)C(C(=O)O)C1 (stereo not drawn)	5	-0.1	0.4	-7
C=C(C)CNC(=S)N1CCNC(=O)C1CC(=O)OC (stereo not drawn)	-2	0.1	-0.2	14
Cc1ccc(NC(=O)N2C3CCC2CC(O)(c2cccnc2)C3)cc1 (stereo not drawn)	-1	0.4	-0.8	3
Cc1occc1C(=O)Nc1ccccc1[N+](=O)[O-]	-21	0.0	1.7	14
COC(=O)c1cc(C(=O)OC)cc(N2Cc3nccnc3C2=O)c1	4	-0.3	0.4	-7
Cc1cn2c3c(=O)n(CC(=O)OCc4ccccc4)c(=O)n(C)c3nc2n1Cc1ccco1	-7	-0.1	-0.5	0
Cc1nc2nc(NCc3cccc(Br)c3)[nH]n2c(=O)c1C	-1	0.2	-0.7	15
O=C(/C=C/Nc1cccc(C(F)(F)F)c1)C(F)(F)F	7	0.1	1.6	-4
C[C@@H]1CN(Cc2c(C(=O)N3CCc4ccccc4C3)nc3ccc(Cl)cn23)C[C@H](C)O1	-10	-0.1	-0.3	3
Cc1ccc(C2CC(C(F)(F)F)n3ncc(C(=O)Nc4cc(C)ccc4C)c3N2)cc1 (stereo not drawn)	1	-0.1	1.2	4
COc1cccc(C(=O)N2CCN=C2SCc2cccc([N+](=O)[O-])c2)c1	1	-0.2	0.1	12
O=C(c1cccnc1)C1CCN(C(=O)CN2CCCCC2)CC1	-1	0.0	0.1	8
Cc1cc(NS(=O)(=O)c2c(C)[nH]c(=O)[nH]c2=O)ccc1Br	-15	-0.2	-0.3	4
COc1ccc(-n2ncc3c(N4CCN(c5cccc(OC)c5)CC4)ncnc32)cc1	3	0.9	0.5	18
CNC(=O)CN(c1ccccc1C)S(=O)(=O)c1ccccc1	-5	0.4	0.6	13
O=C(NC1(C(F)(F)F)C(=O)Nc2c1c(=O)[nH]c(=O)n2-c1ccc(F)cc1)c1ccco1 (stereo not drawn)	0	0.3	0.5	8
CCOc1ccc(Nc2nc(-c3cccc(C)c3)nc3ccccc23)cc1	-16	1.2	-0.4	15
NC(=O)Nc1ccc(C(=O)OCC(=O)c2ccc3c(c2)NC(=O)CO3)cc1	8	-0.1	-1.1	2
Cc1ccc(NC(=O)c2oc(=O)c3ccccc3c2-c2ccccc2)cc1C	-16	0.1	1.4	-1
COc1ccccc1NS(=O)(=O)c1cccc(C(=O)Nc2ccc([N+](=O)[O-])cc2)c1	21	-0.2	0.1	1
Cc1ccc(-c2noc(CNC(=O)c3ccco3)n2)cc1	-1	0.0	0.2	9
Cc1cnc(C(=O)Nc2ccc(OC(F)(F)F)cc2)cn1	-12	-0.1	0.3	0
CCOC(=O)C1(C)C/C(=N\N)C(=O)N1c1ccc(Cl)cc1 (stereo not drawn)	-2	0.0	0.5	-11
CCc1nc(SCc2ccc(F)cc2)n[nH]1	-18	0.0	0.3	-2
CCOC(=O)c1ccc(NC(=O)N2CCCC(CN3CCc4ccccc4C3)C2)cc1 (stereo not drawn)	-7	0.8	-1.5	-1
CCOC(=O)c1c(C)n(CCOc2cccc(OC)c2)c2c1cc(O)c1ccccc12	-17	-0.2	-0.1	1
Cc1ccc(Cn2cnc3ccccc32)cc1	17	0.3	0.5	18
CCOC(=O)N1CCC(NC(=O)c2ccc(N3CC4CC(C3)c3cccc(=O)n3C4)c(NC(=O)c3cccnc3)c2)CC1 (stereo not drawn)	-4	0.5	-1.1	10
Cc1ncn(-c2ccc(Nc3nccc(-c4cc(C#N)cc(-c5ccccc5)c4)n3)cc2)n1	-7	0.0	-0.8	-3
CCOC(=O)c1c(NC(=O)C(C)Sc2nnc(CNC(=O)c3ccc(OC)cc3)n2C)sc2c1CCCCC2 (stereo not drawn)	7	0.5	0.8	-5
Cc1cc(C)n(CCNC2CCN(c3cccc(NC(=O)c4ccncc4)c3)CC2)n1	-13	-0.1	-0.1	6
OC1(c2ccc(Br)cc2)NN=C2CCCCCN21 (stereo not drawn)	-4	0.1	-2.1	1
CN(C)S(=O)(=O)c1ccc(NC(=O)COc2ccc([N+](=O)[O-])cc2)cc1	11	-0.2	0.4	-4
COc1ccc(-n2cc(-c3ccccc3)c3c(NC4CCCCC4)ncnc32)cc1	5	-0.1	2.7	8
O=C(CC1CCCC1)NCC1CN(c2ccc(F)cc2)C(=O)O1 (stereo not drawn)	2	0.1	0.4	-8

Following part.
SMILES	TEAD-YAP inh	FBW7 activator	GPR151 ag	MITF inh
CCOC(=O)C1CCN(C(=O)C2(c3cccs3)CCOCC2)CC1	14	0.1	-1.1	5
FC(F)(F)c1cccc(CNc2nc(NC3CCN(Cc4ccccc4)CC3)nc3c2ncn3-c2ccccc2)c1	4	0.0	3.2	28
CC1CCC2(CC1)C(C#N)=C1SC3CCCCC3(O)N1C(=O)C2C#N (stereo not drawn)	-2	0.0	-1.6	-4
CN1C(=O)C2C(c3ccc(N(C)C)cc3)=NN(Cc3ccccc3)C2C1=O (stereo not drawn)	1	-0.6	-0.2	9
CCCOc1ccc(-c2nn(-c3ccccc3)cc2/C=c2\sc3nc(=O)c(Cc4ccccc4)nn3c2=O)cc1C	1	0.5	-0.9	6
O=C(NCCc1c[nH]c2ccccc12)NC12CC3CC(CC(C3)C1)C2	-20	0.1	-1.4	6
O=C(CC12CC3CC(CC(C3)C1)C2)NNC(=O)c1cc2ccccc2oc1=O	-58	0.2	-2.6	5
Cc1cc(C)n(-c2nc(C)nc3sc4c(c23)CCCC4)n1	3	-0.1	0.0	-2
O=C(/C=C/c1ccc(Cl)c([N+](=O)[O-])c1)NCc1ccccc1	4	0.4	-2.3	-7
Cc1cc(C)cc(-n2c(/C=C/c3cccc4ccccc34)nc3ccccc3c2=O)c1	-4	0.1	-2.2	4
O=C1OC(c2ccccc2)=N/C1=C\c1ccc(OC(F)F)cc1	-11	-0.1	-1.0	4
Cc1nc(NCc2ccco2)c2c(C)c(C)sc2n1	43*	-0.1	-1.3	59*
O=C(Oc1cc(Cl)ccc1Cl)c1cc2ccccc2o1	8	0.0	-0.2	0
O=C(NCc1ccco1)c1ccccc1NC(=O)C1CC(=O)N(c2ccc(Cl)cc2)C1 (stereo not drawn)	3	-0.1	6.8*	0
O=C(Nc1ccc(F)c(Cl)c1)C1CCC(CNc2c(N3CCOCC3)c(=O)c2=O)CC1 (stereo not drawn)	0	0.2	-0.1	6

Whole records from above. Values in the order: TEAD-YAP inh	FBW7 activator	GPR151 ag	MITF inh
CN1C(=O)C2C(c3ccc(N(C)C)cc3)=NN(Cc3ccccc3)C2C1=O (stereo not drawn) as listed: 1	-0.6	-0.2	9
O=C(/C=C/c1ccc(Cl)c([N+](=O)[O-])c1)NCc1ccccc1 as listed: 4	0.4	-2.3	-7

Compounds as they come (roughly 3.4% active in at least one column).
